From PubChem BioAssay
Jurkat NFkB inh – lowers PMA/ionomycin-induced NF-kB signal in Jurkat cells | PMA/ionomycin-induced NF-kB luciferase reporter, luminescence | 330,000 compounds, 0.53% hits | AID 435003 | inhibition, % at 4 µM; in the data active means inhibition above about 50%
UPR XBP1 act – activators of adaptive arm of unfolded protein response (XBP1); CHO-XBP1 luciferase reporter, IRE1-XBP1 UPR activation, luminescence; percent of tunicamycin response, DMSO as zero; activation, % at 20 µM; 330,000 compounds, 0.33% hits;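 active means versus positive control, 20 µM dose yields 30% or more activation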;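 further: 100% = tunicamycin at 10 µg/mL and 0% = DMSO only wells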
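Material: CHO-XBP1 cells stably carrying IRE1-XBP1-driven luciferase reporter / Amount: 1000 cells per well / Compound: 20 µM, 1% DMSO / Times: 6 h treatment, 37 °C / Detection: luciferase luminescence / Measure: % activation of reporter signal versus tunicamycin and DMSO controls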
Mdm2-MdmX inh – disrupts the human Mdm2-MdmX interaction. O15151+Q00987. SaOS-2 split-luciferase Mdm2/MdmX complementation, luminescence. AID 485346. inhibition, % at 8 µM. 330,000 compounds, 3% hits;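 active means inhibition of at least 50% at 8 µM in the primary screen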
Target sequence (O15151 whole entry, looked up): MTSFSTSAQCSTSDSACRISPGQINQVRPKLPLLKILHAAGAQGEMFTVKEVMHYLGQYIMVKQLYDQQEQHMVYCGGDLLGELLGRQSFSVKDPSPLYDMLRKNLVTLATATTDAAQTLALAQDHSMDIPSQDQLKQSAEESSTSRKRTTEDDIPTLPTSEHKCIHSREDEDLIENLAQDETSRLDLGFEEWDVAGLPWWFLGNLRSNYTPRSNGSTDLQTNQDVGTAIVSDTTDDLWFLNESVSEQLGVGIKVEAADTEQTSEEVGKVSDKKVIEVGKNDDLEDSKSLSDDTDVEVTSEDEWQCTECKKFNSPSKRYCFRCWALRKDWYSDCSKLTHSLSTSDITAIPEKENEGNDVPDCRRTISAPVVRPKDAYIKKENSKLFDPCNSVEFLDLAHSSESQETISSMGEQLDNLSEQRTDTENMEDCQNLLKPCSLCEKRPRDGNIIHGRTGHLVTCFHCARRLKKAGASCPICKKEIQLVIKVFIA
Target sequence (Q00987 whole entry, looked up): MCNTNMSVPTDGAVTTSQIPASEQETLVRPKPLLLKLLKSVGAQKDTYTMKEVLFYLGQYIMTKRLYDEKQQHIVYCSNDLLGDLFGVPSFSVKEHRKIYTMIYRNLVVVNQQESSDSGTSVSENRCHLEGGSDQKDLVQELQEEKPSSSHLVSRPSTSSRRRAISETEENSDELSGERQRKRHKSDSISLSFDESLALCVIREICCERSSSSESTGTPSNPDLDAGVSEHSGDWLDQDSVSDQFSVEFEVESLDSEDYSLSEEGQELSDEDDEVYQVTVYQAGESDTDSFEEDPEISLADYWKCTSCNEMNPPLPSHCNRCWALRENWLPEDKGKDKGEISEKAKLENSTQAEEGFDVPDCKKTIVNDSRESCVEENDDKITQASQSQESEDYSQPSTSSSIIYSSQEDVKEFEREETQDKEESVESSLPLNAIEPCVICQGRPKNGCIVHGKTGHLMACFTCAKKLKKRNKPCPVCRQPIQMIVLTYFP
APJ antagonist – antagonists of human APJ apelin receptor; P35414; CHO-K1 APJ beta-arrestin complementation, luminescence; inhibition, % at 20 µM; 330,000 compounds, 0.32% hits; AID 2521;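 active means inhibition above about 40% at 20 µM, limit read from the data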;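 further: cells challenged with 10 nM apelin-13 agonist together with compound; plate controls were apelin-13 plus DMSO wells for no effect and DMSO wells lacking apelin-13 for full effect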
tim23-1 inh – inhibits growth of tim23-1 mutant yeast | 330,000 compounds, 1.3% hits | S. cerevisiae tim23-1 growth, BacTiter-Glo luminescence, 24 h | inhibition, % at 20 µM;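 active means growth inhibition of the mutant yeast at or above 50%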;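 further: temperature-sensitive mutant grown at 25 °C; plate controls were DMSO-treated mutant yeast for no effect and medium wells lacking yeast for full effect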
697 NFkB inh – inhibitors of the PMA/ionomycin-induced NF-kB reporter in 697 B cells; 697 B-cell NF-kB luciferase reporter, 16 h; AID 435022; 330,000 compounds, 0.33% hits; inhibition, % at 4 µM; in the data active means inhibition above about 35%
CHOP UPR activ – apoptotic UPR (CHOP) activation; CHO-CHOP luciferase reporter, luminescence; percent of tunicamycin response over DMSO baseline; activation, % at 10 µM; 330,000 compounds, 0.34% hits;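 active means at 10 µM dose, activation of 40% or more, normalized to positive control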;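 further: 100% = tunicamycin at 10 µg/mL and 0% = DMSO alone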
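Dosing – one dose, 10 µM in 0.5% DMSO · System – CHO-CHOP cells, stable luciferase reporter of PERK-eIF2a-CHOP signalling · Input – 500 cells/well · Control set – tunicamycin 10 µg/mL final as positive, DMSO-only wells as negative · Timing – 6 h compound treatment, 37 °C · Measure – % activation vs tunicamycin · Technique – luminescence read with Steady-Glo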
APJ agonist – agonists of human APJ apelin receptor; P35414; CHO-K1 APJ PathHunter beta-arrestin, luminescence; 0% DMSO wells, 100% apelin; 330,000 compounds, 0.11% hits; AID 2520; activation, % at 20 µM;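 active means activation more than six SD over the plate average, tested at 20 µM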;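 further: 0% = DMSO alone and 100% = apelin-13 at 10 nM; some results filed as inactive read as strong as hits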
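system = engineered CHO-K1 APJ arrestin reporter cells | input = 1000 cells per well | timing = overnight seeding, 90 min compound at 25 °C, 1 h detection | measured by = enzyme-fragment complementation luminescence | read-out = beta-arrestin recruitment to APJ as agonist activity, luminescent signal | control set = negative DMSO alone, positive Apelin-13 at 10 nM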
An asterisk follows results filed as active.

Preview:
SMILES	Jurkat NFkB inh	UPR XBP1 act	Mdm2-MdmX inh	APJ antagonist	tim23-1 inh	697 NFkB inh	CHOP UPR activ	APJ agonist
Cc1ccc(Nc2c3c(nc4ncnn24)CC(C)CC3)cc1 (stereo not drawn)	-3	-3	43	-15	24	-3	0.6	-2
N#Cc1c(N2CCCCC2)nc(N2CCCCC2)c2c1CCN(Cc1ccccc1)C2	5	-3	53*	27	18	-2	0.3	-5
Cn1nc(C(=O)NNC(=O)c2ccc(Cl)c(S(N)(=O)=O)c2)c2ccccc2c1=O	4	0	7	6	1	16	-1.4	-2
CCOC(=O)C1CCN(C(=O)Cn2cc(C(=O)OC)c3ccccc32)CC1	-11	0	-10	-10	-8	13	-0.9	0
CCOC(=O)N1CCN(C(=O)CN(C)S(=O)(=O)c2ccc(OCC)cc2)CC1	-2	0	-15	2	14	-6	0.7	-2
CCOP(=O)(OCC)C(Nc1cccc(C(F)(F)F)c1)c1ccc(C)cc1 (stereo not drawn)	-7	-2	12	-13	17	2	2.1	-1
Cc1onc(-c2c(F)cccc2Cl)c1C(=O)Nc1nc2ccccc2[nH]1	-9	2	32	6	-10	-11	-1.3	-5
N#Cc1ccsc1NC(=O)CN1CCN(c2ccccn2)CC1	2	2	14	7	3	24	2.1	-1
COc1ccc(S(=O)(=O)N2CCC(C(=O)NCc3cccnc3)CC2)cc1OC	-19	0	4	-1	11	3	-2.3	0
CC(C)c1ccc(/C=C2\C(=O)N(CCN3CCOCC3)C(=S)N2C)cc1	-10	-3	-15	7	43	-18	-0.3	-1
CCOc1ccc(NC(=O)CN(C)C(=O)c2cccnc2Sc2ccc(C)c(C)c2)cc1OCC	3	-8	20	5	8	8	-1.6	-4
Cc1cccc2c(=O)c(-c3ccc(Cl)cc3)c(NC(=O)c3ccco3)oc12	0	-5	12	22	38	12	0.4	-6
CCCNC(=O)c1ccc(N2CCC3(CC2)CC(c2cccc(Br)c2)=NO3)c([N+](=O)[O-])c1	22	-2	19	-2	27	6	5.4	-2

The list itself, repeating the preview:
SMILES	Jurkat NFkB inh	UPR XBP1 act	Mdm2-MdmX inh	APJ antagonist	tim23-1 inh	697 NFkB inh	CHOP UPR activ	APJ agonist
Cc1ccc(Nc2c3c(nc4ncnn24)CC(C)CC3)cc1 (stereo not drawn)	-3	-3	43	-15	24	-3	0.6	-2
N#Cc1c(N2CCCCC2)nc(N2CCCCC2)c2c1CCN(Cc1ccccc1)C2	5	-3	53*	27	18	-2	0.3	-5
Cn1nc(C(=O)NNC(=O)c2ccc(Cl)c(S(N)(=O)=O)c2)c2ccccc2c1=O	4	0	7	6	1	16	-1.4	-2
CCOC(=O)C1CCN(C(=O)Cn2cc(C(=O)OC)c3ccccc32)CC1	-11	0	-10	-10	-8	13	-0.9	0
CCOC(=O)N1CCN(C(=O)CN(C)S(=O)(=O)c2ccc(OCC)cc2)CC1	-2	0	-15	2	14	-6	0.7	-2
CCOP(=O)(OCC)C(Nc1cccc(C(F)(F)F)c1)c1ccc(C)cc1 (stereo not drawn)	-7	-2	12	-13	17	2	2.1	-1
Cc1onc(-c2c(F)cccc2Cl)c1C(=O)Nc1nc2ccccc2[nH]1	-9	2	32	6	-10	-11	-1.3	-5
N#Cc1ccsc1NC(=O)CN1CCN(c2ccccn2)CC1	2	2	14	7	3	24	2.1	-1
COc1ccc(S(=O)(=O)N2CCC(C(=O)NCc3cccnc3)CC2)cc1OC	-19	0	4	-1	11	3	-2.3	0
CC(C)c1ccc(/C=C2\C(=O)N(CCN3CCOCC3)C(=S)N2C)cc1	-10	-3	-15	7	43	-18	-0.3	-1
CCOc1ccc(NC(=O)CN(C)C(=O)c2cccnc2Sc2ccc(C)c(C)c2)cc1OCC	3	-8	20	5	8	8	-1.6	-4
Cc1cccc2c(=O)c(-c3ccc(Cl)cc3)c(NC(=O)c3ccco3)oc12	0	-5	12	22	38	12	0.4	-6

Full records from above. Order of screens: Jurkat NFkB inh	UPR XBP1 act	Mdm2-MdmX inh	APJ antagonist	tim23-1 inh	697 NFkB inh	CHOP UPR activ	APJ agonist
Cn1nc(C(=O)NNC(=O)c2ccc(Cl)c(S(N)(=O)=O)c2)c2ccccc2c1=O is listed with 4	0	7	6	1	16	-1.4	-2
N#Cc1ccsc1NC(=O)CN1CCN(c2ccccn2)CC1 is listed with 2	2	14	7	3	24	2.1	-1

The list goes on:
SMILES	Jurkat NFkB inh	UPR XBP1 act	Mdm2-MdmX inh	APJ antagonist	tim23-1 inh	697 NFkB inh	CHOP UPR activ	APJ agonist
CCCNC(=O)c1ccc(N2CCC3(CC2)CC(c2cccc(Br)c2)=NO3)c([N+](=O)[O-])c1	22	-2	19	-2	27	6	5.4	-2
CN1C(N)=NC(=O)/C1=C/c1ccccc1F	-10	-3	-19	-8	13	1	-1.1	-5
CCN(CC(=O)NCC(=O)Nc1cccc(C)c1C)Cc1ccccc1	-3	-6	27	-12	8	14	2.7	-2
CCn1cnc2cc(NC(=O)c3cccs3)ccc21	-68	-1	-24	4	46	-19	2.4	1
Cc1ccc(N2CC(C(=O)NC3CC3)CC2=O)cc1Cl (stereo not drawn)	-2	-2	7	3	-2	16	0.7	-1
CCN(C(=O)COC(=O)/C=C/c1cccc([N+](=O)[O-])c1)c1c(N)n(Cc2ccccc2)c(=O)[nH]c1=O	-6	-3	9	-6	-5	13	-0.4	-3
COc1ccc(C)cc1N(C(=O)c1ccccc1)c1nc2ccccc2s1	2	-3	-5	-2	32	5	0.6	-3
Cc1cc(C)c(SCCc2ccncc2)c(C)c1	25	-3	14	4	33	-35	4.2	1
COC(=O)c1ccc(NC(=O)CCn2c(=O)oc3ccccc32)cc1	1	-1	-5	3	2	-1	0.0	3
OC(COCc1cccs1)CN1CCCCCC1 (stereo not drawn)	-7	-3	24	1	3	-5	-0.8	-1
CN(c1ccccc1)S(=O)(=O)c1cccc(NC(=O)Cn2cnc3ccccc3c2=O)c1	22	-3	17	10	10	9	-1.5	3
CSc1nnc(C(C)(C)C)c(=O)n1/N=C/c1ccccc1O	-7	-1	38	-7	39	5	1.1	-2
CCOn1c(=O)c(=O)n(OC)c2ccccc21	5	3	7	-14	20	-3	0.4	2
CC(C)COC(=O)N(C)c1ccc(C(O)(C(F)(F)F)C(F)(F)F)cc1	-13	8	-13	2	39	-59	6.9	0
O=c1cc(N2CCCCCC2)[nH]c(=O)n1-c1ccccc1Cl	-4	0	-19	11	-25	-6	0.1	-1
Cc1ccc2c(c1)S/C(=C/c1ccc[n+](C)c1)N2CCO	18	1	-3	5	4	-9	1.0	-3
CN(C)S(=O)(=O)c1cccc(NC(=O)c2ccc3nccnc3c2)c1	14	-1	12	-19	7	-20	0.4	-1
Cc1ccc(CC2CC(=O)N(CCc3ccccc3)C2=O)cc1 (stereo not drawn)	0	3	15	-10	4	8	13	0
O=C(CSc1nnc(SCc2ccc(Cl)cc2)s1)c1ccc2c(c1)OCO2	11	1	-6	0	16	-77	2.6	1
S=c1[nH]nc(CNc2cccc(Cl)c2)o1	-5	-2	8	-11	3	16	0.5	-4
COc1ccc2c(c1)C(=O)N(c1ccccc1)C(=O)C2	-8	1	-17	-17	39	-36	0.4	12
CN(C)c1ccc(CN2CCC(C(N)=O)CC2)cc1	3	-2	-7	14	0	-2	0.8	-1
C/C=C\C(=O)Nc1cccc(C2=NOC3(C2)C[C@H](C(N)=O)N(C(=O)/C=C/CC)C3)c1 (stereo partly drawn)	-16	-1	-9	2	-4	0	0.2	-2
NC(=O)CSc1nnc(-c2ccncc2)n1CCc1ccccc1	2	1	-8	12	6	7	-0.2	0
CC1CCCC(C)N1C(=O)COC(=O)c1c[nH]c2ccccc12 (stereo not drawn)	-1	4	-32	-3	39	-24	3.2	0
CC1CC(=O)N(c2ccc(NCCc3ccccc3)c([N+](=O)[O-])c2)C1=O (stereo not drawn)	9	-1	4	-10	-7	-16	1.7	-2
O=C(Nc1ccc(-c2nc3cc(NC(=O)c4cccs4)ccc3o2)cc1)c1cccs1	5	148*	60*	-11	-14	-8	195*	0
NNC(=O)c1ccc(COc2ccc([N+](=O)[O-])cc2)o1	-21	-1	25	-22	-7	1	-1.8	5
CCOCCCn1c(=O)c2ccccc2n2c(=S)[nH]nc12	-21	0	-11	3	12	-16	-1.8	-2
CCOc1c(OC)cccc1C1CC(=O)Nc2cc3c(cc21)OCCO3 (stereo not drawn)	11	-3	8	7	8	4	-1.9	-3
CN(CC(=O)Nc1ccccc1Cl)C(=O)CCc1nc2ccccc2c(=O)[nH]1	0	-1	21	0	-5	15	3.1	-8
CC(Sc1nnc(-c2ccccc2F)n1C1CC1)C(N)=O (stereo not drawn)	15	0	2	6	-1	-3	1.3	1
COc1cc2c(cc1NC(=O)CCC(=O)O)oc1ccccc12	-8	-2	12	2	5	-18	-0.1	-2
O=C(C1=NN(c2ccccc2)C2C(=O)N(c3ccccc3)C(=O)C12)c1ccccc1 (stereo not drawn)	4	-3	-3	-4	40	8	0.6	-2
CCOC(=O)C1CCCN(C(=O)CN2C(=O)C(CC)Oc3ccc(C)cc32)C1 (stereo not drawn)	0	-5	19	8	23	23	-0.3	-1
CCn1nc(C)c([N+](=O)[O-])c1C(=O)NNC(=O)c1ccccc1Cl	-13	-2	12	19	-7	4	-1.1	-4
CN1C(=O)N(C)C2(C)CC1(C)N(C)C(=O)N2C	1	1	-10	-2	0	-8	-0.2	1
CS(=O)(=O)c1ccc(C(=O)N(Cc2ccccc2)c2ccccc2)cc1	5	-4	-13	6	2	-24	1.6	-1
Cc1cc(C(=O)N/N=C\c2cc(C(C)(C)C)ccc2O)n[nH]1	34	-4	65*	-21	56*	-15	-1.3	-1
Cc1nc(-c2cnn(-c3ccccc3)c2)c2cc(C)oc2n1	-19	1	9	-10	51*	-3	1.8	-3
COc1cc(OC)cc(C(=O)n2nc(C)cc2C)c1	-7	-2	-6	16	2	17	-1.9	-2
CCCCOC(=O)Cn1c(=N)n(CCC)c2ccccc21	-5	-1	21	6	-15	10	-4.1	-7
Clc1cccc(CN2CCN(c3ncccn3)CC2)c1Cl	5	0	10	22	22	-17	2.4	-2
Cc1ccnc(NC(=O)c2ccc(Cl)c(NC(=O)C(C)Oc3ccccc3)c2)c1 (stereo not drawn)	-15	-1	-6	4	19	-33	2.8	-3
CC1=C(C)SC(=C(C#N)c2nnc(N3CCOCC3)n2-c2ccccc2)S1	-8	-3	31	8	5	27	-3.7	0
CC(C)[C@H](NC(=O)c1ccco1)C(=O)Nc1ccc(OC(F)F)cc1	6	-3	18	8	-10	11	-2.6	1
CC(C)(C)NC(=O)CSc1nc(O)cc(=O)n1-c1ccccc1F	-8	0	-8	15	16	17	0.2	5
O=C(NC(CO)(CO)CO)c1coc(=O)c(Br)c1	-7	18	-13	11	4	10	15	-6
Cc1cccc(NC(=O)CNC(=O)Cc2ccc3c(c2)OCCO3)c1C	-8	-1	-22	-10	13	-12	-1.5	-2
COc1ccc(C2N(c3ccccc3)C(=S)N3CCCN23)cc1 (stereo not drawn)	5	2	-14	-18	1	-21	2.3	0
Cc1ccc2nc(NC(=O)Cn3cc4c(n3)CCCCC4)sc2c1	4	3	2	6	47	1	-1.5	-3
